mIDH1 inhibitor = blocks human mutant IDH1 R132H enzyme. 390,000 tested, 0.093% active. O75874. Potency, µM (series often up to 76.6 µM), for the others: at the top dose activity change, negative = inhibition, actives largely listed as inhibitors. AID 602179. IDH1-R132H enzyme, NADPH consumption, diaphorase/resazurin fluorescence; also: % is scaled to controls: 0 for no effect and ±100 for the full control effect; nearly all actives have a fitted effect of over 65% in size
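IDH1-R132H (0.5 ug/mL) preincubated 30 min with compound, then NADPH (0.016 mM) and alpha-KG (2 mM) added; 80 min at RT, pH 7.5. Remaining NADPH coupled via diaphorase/resazurin to fluorescence (540/590 nm); concentration-response curves normalized to no-enzyme control.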
USP1 inh = blocks the human USP1/UAF1 deubiquitinase complex | O94782 | recombinant USP1/UAF1, Ub-Rhodamine cleavage fluorescence | 390,000 tested, 0.23% active | Potency, µM (titrated, usually from 57.1 µM), for the others: top-dose activity change, negative = inhibition, actives largely listed as inhibitors; also: % is scaled to controls: 0 for no effect and ±100 for the full control effect; nearly all actives have a fitted effect of over 60% in size; inactives centre near -12
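USP1/UAF1 complex (1 nM) preincubated 15 min at room temperature with compound, then Ub-Rho substrate (150 nM final) added. Kinetic fluorescence at 480/540 nm over 6 reads at 60 s intervals; 50 mM HEPES pH 7.8, 0.5 mM EDTA, 0.1 mg/ml BSA, 1 mM TCEP, 0.01% Tween-20.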
Vif-A3F inh = Vif-A3F binding inhibition; HeLa A3F-eYFP + Vif (tagged APOBEC3F with the HIV-1 protein that degrades it), YFP fluorescence increase; Potency, µM (series often up to 46.1 µM), for inactives: top-dose activity, negative = active; 390,000 tested, 0.2% active; also: % of control where 0% means no effect; nearly all actives have a fitted effect of over 65% in size
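Fluorescence increase (Ex 488/Em 500-530) after overnight compound treatment at 37 deg C flags inhibition of Vif-driven A3F-eYFP loss in stable HeLa A3F-eYFP/Vif cells seeded overnight beforehand.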
Vif-APOBEC3G blk = blocks the Vif interaction with human APOBEC3G; Q9HC16; HeLa A3G-eYFP + Vif (tagged APOBEC3G with the HIV-1 protein that degrades it), YFP fluorescence, overnight; Potency, µM (doses to about 46.1 µM), without a hit: at the highest dose activity, negative = active, actives largely listed as inhibitors; 410,000 tested, 0.076% active;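 also: % is scaled to controls: 0 for no effect and ±100 for the full control effect; nearly all actives have a fitted effect of over 60% in size; hits raise eYFP signal because A3G escapes Vif-driven loss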
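Read-out is eYFP fluorescence (Ex 488/Em 500-530) from Vif-expressing HeLa A3G-eYFP cells; more signal means A3G escaped Vif-mediated degradation. Cells plated overnight, compound pinned in, incubated overnight at 37 deg C.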
rTrxR1 inhibitor = inhibitors of rat thioredoxin reductase 1; 390,000 tested, 1% active; O89049; AID 588453; Potency, µM (highest dose often 114 µM), inactives show at the top dose activity change, negative = inhibition, hits mostly inhibitors; recombinant rTrxR1, NADPH fluorescence consumption, selenite substrate; also: % is scaled to controls: 0 for no effect and ±100 for the full control effect; nearly all actives have a fitted effect of over 65% in size
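Rat TrxR1 (90 nM in the dispensed reagent) was pre-reduced with 400 uM NADPH for 5 min at room temperature, then incubated with compound for 15 min. After 400 uM selenite was added, NADPH fluorescence (Ex 340/Em 450 nm) was followed for 8 min.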
12-LOX inh = inhibitors of human 12S-lipoxygenase ALOX12. P18054. purified 12hLO, xylenol orange hydroperoxide absorbance. Potency, µM (doses to about 108 µM), inactives show at the top dose activity change, negative = inhibition, actives largely listed as inhibitors. 580,000 tested, 1.1% active. AID 1671190; also: % is scaled to controls: 0 for no effect and ±100 for the full control effect
Target sequence (P18054 whole entry, looked up): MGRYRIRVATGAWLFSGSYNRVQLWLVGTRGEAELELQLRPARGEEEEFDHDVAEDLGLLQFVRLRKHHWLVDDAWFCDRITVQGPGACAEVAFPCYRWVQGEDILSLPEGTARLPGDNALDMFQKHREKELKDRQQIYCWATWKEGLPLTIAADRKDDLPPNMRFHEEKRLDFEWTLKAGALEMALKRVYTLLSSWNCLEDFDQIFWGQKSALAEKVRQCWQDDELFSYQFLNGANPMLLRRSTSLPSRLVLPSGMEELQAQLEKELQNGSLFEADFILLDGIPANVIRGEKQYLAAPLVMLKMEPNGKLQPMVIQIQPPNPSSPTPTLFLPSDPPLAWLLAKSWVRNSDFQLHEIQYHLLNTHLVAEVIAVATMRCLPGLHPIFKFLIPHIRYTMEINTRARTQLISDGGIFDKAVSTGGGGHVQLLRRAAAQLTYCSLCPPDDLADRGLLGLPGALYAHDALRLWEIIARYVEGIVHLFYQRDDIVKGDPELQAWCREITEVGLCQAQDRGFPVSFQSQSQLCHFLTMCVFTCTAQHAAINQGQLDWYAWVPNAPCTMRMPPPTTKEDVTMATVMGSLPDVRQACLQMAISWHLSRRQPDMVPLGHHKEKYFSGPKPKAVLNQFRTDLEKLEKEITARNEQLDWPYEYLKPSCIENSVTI
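Hydroperoxide product was detected by ferrous iron/xylenol orange as the 573 to 405 nm absorbance ratio. Arachidonic acid at 40 uM (final) was turned over for 30 min at room temperature by 150 nM human 12hLO, pH 7.0 Hepes buffer, after 15 min compound preincubation.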
RXFP1 ag = agonists of human relaxin receptor RXFP1; Q9HBX9; HEK293T-RXFP1 cAMP TR-FRET, 30 min; response scale: percent of porcine relaxin response, buffer zero; Potency, µM (series often up to 57.5 µM), without a hit: at the top dose activation, actives largely listed as activators; 370,000 tested, 0.3% active; AID 2676; also: % is scaled to controls: 0 for no effect and ±100 for the full control effect; nearly all actives have a fitted effect of over 60% in size; many of its hits are not listed in these tables
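Agonist response is measured as cAMP accumulation in an RXFP1-transfected HEK293T line under PDE4 inhibition. Values are scaled between buffer-only and 29 nM porcine relaxin, and EC50s come from standard Hill equation fits.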
RGS4 inhibitor = human RGS4 inhibition. 390,000 tested, 0.039% active. Transcreener GDP fluorescence polarization, RGS4-accelerated GTP hydrolysis. P49798. Potency, µM (doses to about 114 µM), for inactives: at the top dose activity change, negative = inhibition, most hits filed as inhibitors; also: % is scaled to controls: 0 for no effect and ±100 for the full control effect; nearly all actives have a fitted effect of over 75% in size; some results filed as inactive show a strong effect at the top dose
Target sequence (P49798 whole entry, looked up): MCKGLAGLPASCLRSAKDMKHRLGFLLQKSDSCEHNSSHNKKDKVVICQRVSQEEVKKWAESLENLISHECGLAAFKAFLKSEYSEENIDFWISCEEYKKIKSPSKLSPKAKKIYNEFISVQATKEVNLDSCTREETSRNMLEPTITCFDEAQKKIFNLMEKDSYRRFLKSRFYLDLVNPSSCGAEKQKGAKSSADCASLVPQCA
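MLSMR compounds (23 nl, pin-transferred) preincubated 10 min at room temperature with a 500nM (2x) first reagent, then RGS4 at 900nM (2x) plus Transcreener GDP mix added; fluorescence polarization (620/688 nm) read before and after 90 min at 30 °C.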
TrxR1 substrate = rat thioredoxin reductase 1 substrate activity. AID 588456. 390,000 tested, 0.01% active. purified TrxR1 substrate turnover, NADPH consumption readout. Potency, µM (top dose mostly 114 µM), for the others: top-dose activity change, negative = substrate turnover. O89049; also: % is scaled to controls: 0 for no effect and ±100 for the full control effect; nearly all actives have a fitted effect of over 50% in size
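Rat TrxR1, dispensed at 90 nM, was prereduced with 400 uM NADPH (final) for 5 min at ~22 deg C, then incubated with compound 15 min before 400 uM selenite. A first-read NADPH fluorescence drop versus no-compound background flagged substrates.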
* = called active by the depositor; ? = inconclusive; / = no result given; [ ] = remark or other dose. Calls follow the shape of the dose curve; as a rule, active = well fitted curve in the direction sought with a large enough effect; inconclusive = small, poorly fitted or top-dose-only effect, or another doubt; inactive = no such curve, though single readings can be large; an effect the other way counts as inactive or inconclusive. Potency is read from the fitted curve at half-maximal effect.

Field names: A = mIDH1 inhibitor; B = USP1 inh; C = Vif-A3F inh; D = Vif-APOBEC3G blk; E = rTrxR1 inhibitor; F = 12-LOX inh; G = RXFP1 ag; H = RGS4 inhibitor; I = TrxR1 substrate
Cc1ccc(NC(=O)c2cc(S(=O)(=O)N3CCOCC3)cn2C)c(C)c1
  A: -2%; B: -12%; C: -5%; D: 0%; E: 6%[57.1 µM]; F: 13%; G: 4.1%; H: 18%; I: 3%[57.1 µM]
O=C(O)Cc1ccc(NC(=O)c2ccc(NC(=O)C3CC3)cc2)cc1
  A: -8%; B: 2%; C: -2%; D: -5%; E: 0%; F: -4%; G: 0.0%; H: -11%; I: -5%
Cc1ccc2nc(/C(C#N)=C\c3ccc(N4CCCCC4)c([N+](=O)[O-])c3)[nH]c2c1
  A: 9%; B: ?; C: -10%; D: 1%; E: 28%; F: ?; G: 0.1%; H: 30%; I: 13%
O=C(NCCc1ccc(Cl)cc1)c1cnc2sc(N3CCCCC3)nn2c1=O
  A: -4%; B: -25%; C: 1%; D: -2%; E: 19%[57.1 µM]; F: -18%; G: -0.7%; H: -10%; I: 12%[57.1 µM]
Cc1ccc(NS(=O)(=O)c2ccc(C(=O)Nc3nncs3)cc2)cc1
  A: -8%; B: 1%; C: -2%; D: 0%; E: -4%; F: ?; G: /; H: -30%; I: -8%
Cc1ccc2nc(-c3ccncc3)c(NC3CCCC3)n2c1
  A: 1%; B: -6%; C: -17%; D: 0%; E: 12%; F: -4%; G: 0.1%; H: 22%; I: 4%
Cc1ccc(NC(=O)N2CCCN(C(=O)OC(C)(C)C)CC2)cc1Cl
  A: 4%; B: -21%; C: 6%; D: 4%; E: -7%; F: -2%; G: -1.2%; H: 16%; I: -7%
Cc1cccc(N2CCN(S(=O)(=O)c3cc(C(=O)Nc4ccc(Oc5ccccc5)cc4)ccc3F)CC2)c1C
  A: 5%; B: -13%; C: -18%; D: 6%; E: 4%[57.1 µM]; F: -3%; G: 3.4%; H: -24%; I: -3%[57.1 µM]
COc1cc(OC)c(NC(=O)c2ccoc2C)cc1Cl
  A: 6%; B: -13%; C: 2%; D: 3%; E: 24%; F: 0%; G: -0.2%; H: -38%; I: 2%
Cc1ccc(S(=O)(=O)c2nnn3c2nc(N2CCN(c4ccc(F)cc4)CC2)c2cc(Cl)ccc23)cc1C
  A: -11%; B: -3%; C: 4%; D: 0%; E: 20%; F: -16%; G: 27%; H: 12%; I: -1%
COc1ccc(C2C(C#N)=C(N)Oc3cc(C)n(CCN4CCOCC4)c(=O)c32)cc1OC (stereo not drawn)
  A: 0%; B: -3%; C: 6%; D: -1%; E: -11%; F: 369%[activator]; G: 2.9%; H: 6%; I: -8%
Nc1cccc(Oc2ccc([N+](=O)[O-])cc2)c1
  A: -3%; B: -21%; C: 3%; D: 0%; E: -8%; F: -1%; G: -0.1%; H: 2%; I: -7%
COc1cccc(NC(=O)c2cnn(-c3ccccc3)c2C)c1
  A: 14%; B: -22%; C: 3%; D: -9%; E: 15%; F: ?; G: 5.2%; H: -4%; I: 3%
CCSc1nc2ccccc2n1CCOc1ccccc1
  A: 2%; B: -20%; C: -7%; D: 0%; E: 5%; F: 3%; G: 0.0%; H: -3%; I: 1%
O=C(NC(Cc1c[nH]c2ccccc12)c1nnc2n1CCCCC2)c1ccccc1 (stereo not drawn)
  A: 0%; B: -1%; C: -10%; D: 0%; E: 9%; F: 0%; G: -0.4%; H: -10%; I: 8%
CCOc1ccc(C)cc1S(=O)(=O)NC1CCCCC1
  A: 9%; B: -16%; C: -9%; D: 0%; E: -2%; F: 0%; G: 3.2%; H: -7%; I: 1%
COc1cc(OC)cc(-c2nnc(SCC(=O)N3CCC(C)CC3)o2)c1
  A: -8%; B: ?; C: -5%; D: 2%; E: 11%; F: -3%; G: 3.4%; H: -42%; I: -1%
CC1(C)CC2(CC(c3ccccc3F)c3cc(Cl)c(O)cc3O2)NC(=S)N1 (stereo not drawn)
  A: -28%; B: -3%; C: -4%; D: -9%; E: 21%[57.1 µM]; F: 32µM*; G: -0.4%; H: -41%; I: -5%
Cc1cccc(C2c3[nH]c4ccccc4c3CCN2C(=O)c2ocnc2C)n1 (stereo not drawn)
  A: -2%; B: -17%; C: 11%; D: -4%; E: 8%[57.1 µM]; F: 0%; G: -1.7%; H: 1%; I: -5%
CCC(=O)Nc1c(OC(=O)CC)ccc2c(C)cc(=O)oc12
  A: -4%; B: 6%; C: 1%; D: -1%; E: ?; F: -3%; G: 1.8%; H: 8%; I: 69%[activator]
Fc1ccc(C(c2nnnn2C2CCCCC2)N2CCCC2)cc1 (stereo not drawn)
  A: 4%; B: -19%; C: -16%; D: 2%; E: 7%; F: -6%; G: -0.6%; H: 6%; I: -3%
O=C(Cc1ccccc1)NNc1c2ccccc2nc2ccccc12
  A: 9%; B: -27%; C: 3%; D: 5%; E: 0%; F: -11%; G: -3.4%; H: -23%; I: -1%
Cc1ccc(-n2nc3c(=O)n(CC(=O)NCCc4ccccc4C)nc(C)c3c2C)cc1
  A: -9%; B: -6%; C: -3%; D: 2%; E: 6%; F: 12%; G: -0.5%; H: 23%[11.4 µM]; I: 0%
CCOC(=O)c1sc(=S)n(CC)c1NC(=O)C1CC1
  A: 3%; B: 2%; C: 0%; D: 2%; E: -11%[57.1 µM]; F: 0%; G: 0.2%; H: 24%; I: -2%[57.1 µM]
O=C(CSc1nnnn1C1CCCC1)N1CCOCC1
  A: 2%; B: 4%; C: -2%; D: 0%; E: 9%; F: 0%; G: 0.2%; H: -5%[56.9 µM]; I: -4%
Cc1c(C2OC(=O)C3(CCCCC3)C(=O)C2(C)C)c(=O)n(-c2ccccc2)n1C (stereo not drawn)
  A: 5%; B: -28%; C: 5%; D: 1%; E: 2%; F: -1%; G: 1.4%; H: 28%; I: 4%
O=C(C/C=N/OCc1ccc(Cl)cc1Cl)c1ccc(Cl)cc1
  A: -2%; B: -20%; C: -7%; D: -1%; E: 10%; F: -14%; G: 2.7%; H: -15%; I: 3%
CC(C)c1nc(CNC(=O)CC2C(=O)NCCN2Cc2ccc(F)cc2Cl)cs1 (stereo not drawn)
  A: 7%; B: -16%; C: -5%; D: -1%; E: ?; F: ?; G: -2.0%; H: -31%; I: 4%
Cc1cccn2c(=O)c3cc(C(=O)NC(C)c4ccccc4)c(=N)n(CCCn4ccnc4)c3nc12 (stereo not drawn)
  A: 6%; B: 1%; C: 9%; D: 1%; E: 26%; F: -22%; G: 11%; H: 3%; I: 284%[activator]
CN(C)S(=O)(=O)c1ccc(NC(=O)COC(=O)c2n[nH]c3ccccc23)cc1
  A: 8%; B: -9%; C: 1%; D: -4%; E: 4%; F: ?; G: 1.1%; H: -5%; I: 6%

Rewritten with values under each structure: 6 of the compounds above
Under each structure – mIDH1 inhibitor, USP1 inh, Vif-A3F inh, Vif-APOBEC3G blk, rTrxR1 inhibitor, 12-LOX inh, RXFP1 ag, RGS4 inhibitor, TrxR1 substrate
O=C(Cc1ccccc1)NNc1c2ccccc2nc2ccccc12
 : 9%, -27%, 3%, 5%, 0%, -11%, -3.4%, -23%, -1%
Cc1ccc(-n2nc3c(=O)n(CC(=O)NCCc4ccccc4C)nc(C)c3c2C)cc1
 : -9%, -6%, -3%, 2%, 6%, 12%, -0.5%, 23%[11.4 µM], 0%
CCOC(=O)c1sc(=S)n(CC)c1NC(=O)C1CC1
 : 3%, 2%, 0%, 2%, -11%[57.1 µM], 0%, 0.2%, 24%, -2%[57.1 µM]
O=C(CSc1nnnn1C1CCCC1)N1CCOCC1
 : 2%, 4%, -2%, 0%, 9%, 0%, 0.2%, -5%[56.9 µM], -4%
Cc1c(C2OC(=O)C3(CCCCC3)C(=O)C2(C)C)c(=O)n(-c2ccccc2)n1C (stereo not drawn)
 : 5%, -28%, 5%, 1%, 2%, -1%, 1.4%, 28%, 4%
O=C(C/C=N/OCc1ccc(Cl)cc1Cl)c1ccc(Cl)cc1
 : -2%, -20%, -7%, -1%, 10%, -14%, 2.7%, -15%, 3%

Following part:
Field names: A = mIDH1 inhibitor; B = USP1 inh; C = Vif-A3F inh; D = Vif-APOBEC3G blk; E = rTrxR1 inhibitor; F = 12-LOX inh; G = RXFP1 ag; H = RGS4 inhibitor; I = TrxR1 substrate
O=C(Nc1cccc2nsnc12)c1cc2c(cc1Cl)Sc1nccn1S2(=O)=O
  A: 14%; B: -23%; C: 9%; D: 0%; E: 8%[11.4 µM]; F: ?; G: /; H: ?; I: 1%[11.4 µM]
CCn1c(SCC(=O)N2CCCCC2C)nc2c1c(=O)n(C)c(=O)n2C (stereo not drawn)
  A: 3%; B: -12%; C: 11%; D: 1%; E: 22%[57.1 µM]; F: ?; G: ?; H: 8%; I: -16%[57.1 µM]
O=C(O)Cn1c2c(c3ccccc31)CCCC2
  A: 9%; B: -23%; C: -14%; D: -7%; E: -17%; F: 13%; G: 0.7%; H: -9%; I: 5%
O=C(N/N=C/c1ccccc1C(=O)O)c1ccccc1Br
  A: -4%; B: -7%; C: 1%; D: 2%; E: 27%[57.1 µM]; F: -4%; G: -1.3%; H: -2%; I: 5%[57.1 µM]
COc1ccc(CNC(=O)C(C)N2C(=O)NC3(CCCCCCC3)C2=O)cc1 (stereo not drawn)
  A: 3%; B: -5%; C: 6%; D: -12%; E: 3%; F: 4%; G: -0.6%; H: -8%; I: -5%

Bioassay records: PubChem, National Center for Advancing Translational Sciences (NCATS)

The list is partial; rates above refer to the full screens.
